Screens as filed in PubChem.
RGS4 inhibitor – blocks human RGS4-accelerated GTP hydrolysis; Transcreener GDP fluorescence polarization, RGS4-accelerated GTP hydrolysis; Potency, µM (titrated, usually from 114 µM), inactives show at the top dose activity change, negative = inhibition, hits mostly inhibitors; 390,000 compounds, 0.039% hits; P49798; AID 504845; note: potency is the fitted concentration of half-maximal effect; % is set by controls: 0 for no effect and ±100 for the full control effect; nearly all actives have a fitted effect of over 75% in size; some results filed as inactive show a strong effect at the top dose
Target sequence (P49798 whole entry, looked up): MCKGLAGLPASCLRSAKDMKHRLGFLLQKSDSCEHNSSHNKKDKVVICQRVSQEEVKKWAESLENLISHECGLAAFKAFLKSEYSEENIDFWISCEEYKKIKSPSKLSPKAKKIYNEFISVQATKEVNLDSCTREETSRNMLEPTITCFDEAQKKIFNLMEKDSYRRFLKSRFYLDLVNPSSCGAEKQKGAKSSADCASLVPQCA
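MLSMR compounds (23 nl, pin-transferred) preincubated 10 min at room temperature with a 500nM (2x) first reagent, then RGS4 at 900nM (2x) plus Transcreener GDP mix added; fluorescence polarization (620/688 nm) read before and after 90 min at 30 °C.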
TrxR1 substrate – substrates of rat thioredoxin reductase 1; O89049; purified TrxR1 substrate turnover, NADPH consumption readout; Potency, µM (titrated, usually from 114 µM), for the others: top-dose activity change, negative = substrate turnover; 390,000 compounds, 0.01% hits; note: potency is the fitted concentration of half-maximal effect; % is set by controls: 0 for no effect and ±100 for the full control effect; nearly all actives have a fitted effect of over 50% in size
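Rat TrxR1, dispensed at 90 nM, was prereduced with 400 uM NADPH (final) for 5 min at ~22 deg C, then incubated with compound 15 min before 400 uM selenite. A first-read NADPH fluorescence drop versus no-compound background flagged substrates.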
Glioma ERSR ind – ER stress response induction in glioma | 420,000 compounds, 0.02% hits | U87-MG GRP78 promoter luciferase reporter, 16 h | Potency, µM, inactives show top-dose activation, hits mostly activators | AID 602332; note: potency is the fitted concentration of half-maximal effect; series mostly up to about 76 µM; % of control where 0% means no effect; nearly all actives have a fitted effect of over 35% in size
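Stably transfected U87-MG glioma cells carrying a GRP78-based luciferase sensor; 16 h compound incubation. Luminescence end-point read 10 min after Bright-Glo addition at room temperature.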
IDH1 R132H inh – blocks human mutant IDH1 R132H enzyme. IDH1-R132H enzyme, NADPH consumption, diaphorase/resazurin fluorescence. Potency, µM (titrated, usually from 76.6 µM), without a hit: at the top dose activity change, negative = inhibition, usual class: inhibitors. 390,000 compounds, 0.093% hits. AID 602179; note: potency is the fitted concentration of half-maximal effect; % is set by controls: 0 for no effect and ±100 for the full control effect; nearly all actives have a fitted effect of over 65% in size
Target sequence (O75874 whole entry R132H, stated change not applied): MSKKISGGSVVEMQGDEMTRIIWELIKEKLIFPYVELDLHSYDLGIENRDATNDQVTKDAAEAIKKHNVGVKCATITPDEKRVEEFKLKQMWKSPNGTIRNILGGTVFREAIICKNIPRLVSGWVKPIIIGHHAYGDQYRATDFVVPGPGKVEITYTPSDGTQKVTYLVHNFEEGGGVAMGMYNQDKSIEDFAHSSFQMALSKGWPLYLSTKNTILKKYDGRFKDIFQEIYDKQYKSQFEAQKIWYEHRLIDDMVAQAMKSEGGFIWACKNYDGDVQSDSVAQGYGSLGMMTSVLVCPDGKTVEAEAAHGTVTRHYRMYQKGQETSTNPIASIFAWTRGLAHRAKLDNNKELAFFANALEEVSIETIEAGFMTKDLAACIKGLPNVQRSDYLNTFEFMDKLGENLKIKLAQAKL
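IDH1-R132H (0.5 ug/mL) preincubated 30 min with compound, then NADPH (0.016 mM) and alpha-KG (2 mM) added; 80 min at RT, pH 7.5. Remaining NADPH coupled via diaphorase/resazurin to fluorescence (540/590 nm); concentration-response curves normalized to no-enzyme control.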
USP1-UAF1 inh – USP1/UAF1 (human) deubiquitinase inhibition. O94782. recombinant USP1/UAF1, Ub-Rhodamine cleavage fluorescence. Potency, µM (titrated, usually from 57.1 µM), without a hit: top-dose activity change, negative = inhibition, usual class: inhibitors. 390,000 compounds, 0.23% hits. AID 743255; note: potency is the fitted concentration of half-maximal effect; % is set by controls: 0 for no effect and ±100 for the full control effect; nearly all actives have a fitted effect of over 60% in size; inactives centre near -12
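Step one: compound is pinned into 1nM USP1/UAF1 in HEPES pH 7.8 buffer with TCEP. Step two: 15 min room-temperature incubation. Step three: Ub-Rho (150nM final) starts cleavage, tracked by fluorescence over six one-minute reads.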
Vif-A3F inh – Vif-A3F binding inhibition; HeLa A3F-eYFP + Vif (tagged APOBEC3F with the HIV-1 protein that degrades it), YFP fluorescence increase; 390,000 compounds, 0.2% hits; Potency, µM (series often up to 46.1 µM), without a hit: at the highest dose activity, negative = active; note: potency is the fitted concentration of half-maximal effect; % of control where 0% means no effect; nearly all actives have a fitted effect of over 65% in size
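HeLa cells stably expressing Vif plus C-terminally eYFP-tagged A3F were seeded, incubated overnight at 37 deg C, dosed with compound, incubated overnight again at 37 deg C. Yellow fluorescence (Ex 488/Em 500-530) reported blocked Vif-mediated A3F-eYFP degradation.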
rTrxR1 inhibitor – rat TrxR1 inhibition; recombinant rTrxR1, NADPH fluorescence consumption, selenite substrate; Potency, µM (highest dose often 114 µM), for the others: at the top dose activity change, negative = inhibition, most hits filed as inhibitors; 390,000 compounds, 1% hits; AID 588453; note: potency is the fitted concentration of half-maximal effect; % is set by controls: 0 for no effect and ±100 for the full control effect; nearly all actives have a fitted effect of over 65% in size
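Rat TrxR1 (90 nM in the dispensed reagent) was pre-reduced with 400 uM NADPH for 5 min at room temperature, then incubated with compound for 15 min. After 400 uM selenite was added, NADPH fluorescence (Ex 340/Em 450 nm) was followed for 8 min.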
Vif-A3G inh – inhibitors of Vif-APOBEC3G interaction. Q9HC16. HeLa A3G-eYFP + Vif (tagged APOBEC3G with the HIV-1 protein that degrades it), YFP fluorescence, overnight. Potency, µM (titrated, usually from 46.1 µM), inactives show top-dose activity, negative = active, usual class: inhibitors. 410,000 compounds, 0.076% hits;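 note: potency is the fitted concentration of half-maximal effect; % is set by controls: 0 for no effect and ±100 for the full control effect; nearly all actives have a fitted effect of over 60% in size; hits raise eYFP signal because A3G escapes Vif-driven loss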
Target sequence (Q9HC16 whole entry, looked up): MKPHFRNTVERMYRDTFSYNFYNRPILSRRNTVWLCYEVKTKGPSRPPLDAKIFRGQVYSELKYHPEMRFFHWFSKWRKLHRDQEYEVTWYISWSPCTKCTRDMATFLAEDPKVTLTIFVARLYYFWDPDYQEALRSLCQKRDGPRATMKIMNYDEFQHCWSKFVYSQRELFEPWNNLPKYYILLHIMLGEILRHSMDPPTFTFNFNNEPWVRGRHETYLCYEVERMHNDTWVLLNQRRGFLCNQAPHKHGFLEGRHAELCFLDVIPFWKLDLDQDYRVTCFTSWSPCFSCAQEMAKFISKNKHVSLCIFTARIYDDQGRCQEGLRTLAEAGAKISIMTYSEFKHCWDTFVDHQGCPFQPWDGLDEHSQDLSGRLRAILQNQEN
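HeLa cells stably expressing Vif and C-terminally eYFP-tagged A3G, seeded overnight at 37 deg C, then exposed to compound by pintool overnight at 37 deg C. Rise in yellow fluorescence (Ex 488/Em 500-530, Acumen) marks blocked Vif-driven A3G degradation.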
LDHA block – LDHA (human) enzyme inhibition; P00338; purified LDHA, NADH/diaphorase-resazurin fluorescence; active compounds read low; activity change, % (values are at about 110 or 230 µM); 480,000 compounds, 0.15% hits; AID 1347041; in the data active = activity change below about -30%; inconclusive = mostly about -25% to -30%;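 note: plate controls were DMSO wells for no effect and wells without enzyme for full effect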
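Human LDH5 at 2 nM final in Tris HCl pH 7.4 with 0.06 mM NADH and 0.2 mM pyruvate, reacted 5 minutes at room temperature. Remaining NADH coupled via diaphorase/resazurin; resorufin fluorescence read at 0 and 20 minutes, normalized to enzyme-free and DMSO wells.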
* = called active by the depositor; ? = inconclusive; . = no result given; & = joins results of further samples; [ ] = remark or other dose. Unless noted, calls come from the whole dose curve; as a rule, active = well fitted curve in the direction sought with a large enough effect; inconclusive = small, poorly fitted or top-dose-only effect, or another doubt; inactive = no such curve, though single readings can be large; an effect the other way counts as inactive or inconclusive. These rows are one share of the data. The share of hits here may be higher or lower than overall.

SMILES	RGS4 inhibitor	TrxR1 substrate	Glioma ERSR ind	IDH1 R132H inh	USP1-UAF1 inh	Vif-A3F inh	rTrxR1 inhibitor	Vif-A3G inh	LDHA block
CCc1ccc(/C=N/n2c(COc3ccccc3)n[nH]c2=S)cc1	?	-6%	-3%	0%	-26%	0%	-10%	-3%	-1
CCN(CC)CCNC(=S)Nc1ccc(F)cc1	14%	2%	-4%	-9%	3%	-2%	3%	-1%	-1
O=C(CSc1ccc(-c2ccco2)nn1)NCc1ccc(Cl)cc1	27%	1%	0%	4%	-23%	11%	28µM*	-5%	-6
CC1(C)CC(NC(=S)NCc2ccco2)CC(C)(C)N1	12%	5%	-2%	-4%	-9%	-7%	7%	-3%	-5
Cc1cc(=O)oc2cc(OCC(=O)N3CCN(C(=O)C4COc5ccccc5O4)CC3)c(Cl)cc12 (stereo unspecified)	1%	11%	-4%	-3%	-28%	-4%	-4%	0%	-8
CCCCc1ccc(NC(=O)CSc2nc(=O)n(CCN(C)C)c3c2CCC3)cc1	3%	3%[57.1 µM]	-3%	1%	-14%	-1%	0%[57.1 µM]	2%	-6
CC1(C)CC(=O)c2c(Cc3ccccc3)noc2C1	-4%	5%[57.1 µM]	1%	9%	-4%	-6%	-1%[57.1 µM]	0%	-2
CC1=NNC(=O)C1C(c1cccc(O)c1)C(C#N)C#N (stereo unspecified)	30%	-1%	-3%	2%	-16%	-6%	14%	1%	3
COc1cccc(C(=O)Nc2nc3nc(C)c(Cc4ccccc4)c(=O)n3[nH]2)c1	3%	7%	-2%	8%	-30%	0%	28%	6%	1
O=C(O)c1ccc2c(c1)C(=O)N(c1ccc(C(=O)OCC(=O)c3ccccc3)cc1)C2=O	-30%	5%[11.4 µM]	4%	0%	-4%	-12%	17%[11.4 µM]	0%	-5
Cc1nc(SCC(=O)NCc2ccco2)c2c(C)c(C)sc2n1	-27%[56.9 µM]	0%	-5%	0%	-9%	1%	-23%	-1%	5
O=C(Cn1nc(C(=O)O)c2ccccc2c1=O)Nc1nc(-c2ccccc2)cs1	24%	10%	8%	10%	-25%	-6%	34%	-7%	-4
CCn1c2ccccc2c2cc(CN3CCN(C(=O)c4ccco4)CC3)ccc21	-25%	-6%[57.1 µM]	-1%	1%	-23%	7%	8%[57.1 µM]	-8%	-16
CCOC(=O)N1CCN(C(=O)c2ccccc2Oc2ccccc2)CC1	-10%	-2%[57.1 µM]	2%	9%	-12%	-12%	10%[57.1 µM]	-2%	3
COc1ccc(C(=O)COC(=O)C(CCSC)NC(=O)COc2ccccc2)cc1 (stereo unspecified)	-1%	-14%	-2%	7%	-23%	-8%	-13%	-3%	1
CC(C)=C(NC(=O)c1ccccc1)C(=O)NCCCC(=O)O	29%	10%	-2%	6%	-26%	-6%	24%	1%	-17
Cc1ccc(-c2nc3n(n2)Cc2ccccc2-3)cc1	-7%	-11%	-12%	4%	-4%	-4%	-11%	-5%	-3
CC(C)CC(=O)N1CCN(Cc2ccccc2Cl)CC1	-40%	5%	-1%	4%	-18%	1%	18%	1%	-18
O=C(Nc1ccc2oc(-c3ccncc3)nc2c1)c1ccc2c(c1)OCCO2	?	-4%[0.0914 µM]	-6%	2%	-22%	?	14%	-5%	5&-2
COc1ccc(Nc2nc(N)nc(CSCCO)n2)cc1	1%	-4%	4%	1%	-15%	0%	-5%	-3%	-2
CCOC(=O)C1=NNC(C(=O)O)C1c1ccccc1 (stereo unspecified)	0%	11%[57.1 µM]	-2%	4%	-1%	11%	8%[11.4 µM]	1%	-5
CCCN(CC1CC1)C(=O)CSc1nnc(-c2cc(-c3cccs3)nc3ccccc23)o1	-13%	124%[activator]	-1%	0%	-13%	-6%	38%[activator]	-1%	-3
COc1cc(NC(=O)C2CC2)c(OC)cc1NC(=O)CCC(=O)NC1CCN(Cc2ccccc2)CC1	12%	6%[57.1 µM]	-2%	-1%	-29%	2%	23%[57.1 µM]	1%	-4
CC1CC(C)CN(c2oc(-c3ccc(OCc4ccc(Cl)cc4)cc3)nc2C#N)C1 (stereo unspecified)	10%	6%[0.0914 µM]	0%	.	.	.	-2%	3%	1
CNS(=O)(=O)c1cccc(C(=O)Nc2cccc(Cl)c2)c1	21%	-8%	-1%	5%	-4%	.	-8%	2%	-11
CCc1ccc(OCC2Cn3c(nc4c3c(=O)[nH]c(=O)n4C)O2)cc1 (stereo unspecified)	-20%	-3%	-3%	-2%	-16%	6%	23%	5%	-2
Cc1csc(N(C)C(=O)CSc2nnc(COc3ccccc3C)o2)n1	15%	1%[57.1 µM]	-2%	-4%	-3%	-1%	8%[57.1 µM]	2%	-3
Cc1ccccc1CNC(=O)Cn1nc(C)c2nn(-c3ccc(Cl)cc3)c(C)c2c1=O	-6%	-4%[57.1 µM]	-3%	-10%	?	0%	18%[57.1 µM]	-2%	-18
COC(=O)CCn1nc(-c2ccc(C)cc2)c2ccccc2c1=O	-16%	-8%	-3%	14%	-8%	-9%	19%[57.1 µM]	-1%	-1
COc1ccc(N2CCN(C(=O)COCc3cc(-c4ccc5c(c4)OCO5)on3)CC2)cc1	11%&-31%	8%&-5%	-6%&-3%	-5%&-5%	-16%&-11%	-4%&-2%	?	-5%&4%	1&1
CN1CCC(=NNC(=O)C(=O)Nc2cccc(Br)c2)CC1	?	5%[57.1 µM]	-2%	5%	-2%	-1%	-7%[57.1 µM]	3%	1
Nc1ccccc1OCCOCCOCCOc1ccccc1N	-8%	12%	2%	6%	-18%	3%	26%	0%	8
CCOc1cc(C(=S)N2CCOCC2)ccc1OC(=O)c1ccc(C)cc1	-25%	0%	-5%	-1%	-15%	0%	26%	0%	-1
CCCCOP(=O)(OCCCC)C(O)c1ccc(Br)cc1 (stereo unspecified)	-25%	-7%	-4%	7%	-9%	-2%	-5%	0%	4
CCOc1ccc(NS(=O)(=O)c2ccc(C)c(C(N)=O)c2)cc1	-30%	1%	-4%	2%	-6%	-11%	10%	4%	1
CC(C)c1ccc(NC2CCCN(C(=O)CCN3CCCC3=O)C2)cc1 (stereo unspecified)	0%	-7%	-5%	2%	-17%	-1%	-10%	1%	6
COC1=C(OC)C(=O)C(Sc2ccc3ccccc3c2)=CC1=O	?	10%[57.1 µM]	-13%	14%	-22%	25µM*	?	?	43
O=C(NCCc1ccccc1)C(=O)NCC1OCCCN1S(=O)(=O)c1cccs1 (stereo unspecified)	14%	2%	0%	22%	-11%	2%	35%	0%	-7
Cc1cc(C)cc(C(=O)N(c2ccccn2)C(C)c2ccco2)c1 (stereo unspecified)	9%	6%	0%	-3%	-11%	2%	14%	0%	-11
CC(C(=O)N1CCN(C(=O)c2ccco2)CC1)N1C(=O)NC2(CCCCC2C)C1=O (stereo unspecified)	-7%	2%	-4%	8%	-18%	-4%	-10%	-1%	-1
Cc1oc(C)c(S(=O)(=O)NCc2cccs2)c1C(=O)O	30%	2%	-5%	10%	-11%	10%	15%	0%	-5
COc1ccc(N(CC(=O)Nc2ccc3c(c2)OCO3)S(=O)(=O)c2c(C)nn(C)c2C)cc1	0%	10%[57.1 µM]	-4%	-3%	-16%	4%	13%[57.1 µM]	0%	0
CCc1ccc(Oc2nc([N+](=O)[O-])nn2C)cc1	-3%	-7%	-1%	-1%	-9%	9%	?	0%	-1
Cc1ccc(CCNC(=O)c2ccc(CS(=O)(=O)c3ccc(Br)cc3)o2)cc1	-17%	0%	-2%	25%	-25%	4%	-9%	0%	-15
Cc1ccc(-c2nc(=Nc3ccccc3)sn2-c2ccccc2)cc1	-43%	-5%	-1%	.	.	.	-3%	-4%	3

Nothing new here: entries from further up.
SMILES	RGS4 inhibitor	TrxR1 substrate	Glioma ERSR ind	IDH1 R132H inh	USP1-UAF1 inh	Vif-A3F inh	rTrxR1 inhibitor	Vif-A3G inh	LDHA block
Cc1cc(C)cc(C(=O)N(c2ccccn2)C(C)c2ccco2)c1 (stereo unspecified)	9%	6%	0%	-3%	-11%	2%	14%	0%	-11
CC(C(=O)N1CCN(C(=O)c2ccco2)CC1)N1C(=O)NC2(CCCCC2C)C1=O (stereo unspecified)	-7%	2%	-4%	8%	-18%	-4%	-10%	-1%	-1
Cc1oc(C)c(S(=O)(=O)NCc2cccs2)c1C(=O)O	30%	2%	-5%	10%	-11%	10%	15%	0%	-5
COc1ccc(N(CC(=O)Nc2ccc3c(c2)OCO3)S(=O)(=O)c2c(C)nn(C)c2C)cc1	0%	10%[57.1 µM]	-4%	-3%	-16%	4%	13%[57.1 µM]	0%	0

Of the compounds above, these have a cyano group.
SMILES	RGS4 inhibitor	TrxR1 substrate	Glioma ERSR ind	IDH1 R132H inh	USP1-UAF1 inh	Vif-A3F inh	rTrxR1 inhibitor	Vif-A3G inh	LDHA block
CC1=NNC(=O)C1C(c1cccc(O)c1)C(C#N)C#N (stereo unspecified)	30%	-1%	-3%	2%	-16%	-6%	14%	1%	3
CC1CC(C)CN(c2oc(-c3ccc(OCc4ccc(Cl)cc4)cc3)nc2C#N)C1 (stereo unspecified)	10%	6%[0.0914 µM]	0%	.	.	.	-2%	3%	1
